HCMV antiviral – inhibitors of human cytomegalovirus; 410,000 tested, 4.5% active; AID 1259415; activity change, negative = inhibition, % at 57.5 µM; HFF cells, HCMV-luciferase reporter, 72 h; active compounds read low; in the data active = activity change below about -60%; inconclusive = no clear call, values can overlap the other calls; inactive = above about -39%
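Screen run at 2 compound doses on HFFs infected with reporter HCMV, MOI 1 PFU/cell. Luciferase activity from cell lysates at 72 h post infection gave inhibition relative to buffer-only and Salinomycin wells.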
AMA1-RON2 inh – inhibitors of Plasmodium falciparum AMA1-RON2 interaction; AlphaScreen AMA1-biotinylated RON2 peptide binding; Potency, µM (highest dose often 58.2 µM), without a hit: at the top dose activity change, negative = inhibition, actives largely listed as inhibitors; 360,000 tested, 0.2% active; active = well fitted inhibition curve with a large enough effect; inconclusive = small, poorly fitted or top-dose-only effect; inactive = no such curve, though single readings can be large or run the other way;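 note: potency is the fitted concentration of half-maximal effect; 0% = vehicle wells and -100% = peptide control; nearly all actives have a fitted effect of over 45% in size; some results filed as inactive show a strong effect at the top dose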
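AMA1 (3D7) with his tag at 25 nM final met compounds first, then biotinylated RON2 peptide at 25 nM; detection used donor plus acceptor beads, 10 µg/mL apiece, read by AlphaScreen after 30 min at room temperature.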
* = called active by the depositor; ? = inconclusive; [ ] = remark or other dose. Unless noted, % is set by controls: 0 for no effect and ±100 for the full control effect. An excerpt (hit frequency here may not be typical).

| compound | HCMV antiviral | AMA1-RON2 inh |
| --- | --- | --- |
| CC(=N)c1c(O)cc(C)oc1=O | -16 | 4% |
| CC1(C(=O)NS(=O)(=O)c2ccccc2Cl)CCN1C(=O)Cc1ccccc1Cl (stereo not given) | -16 | -2% |
| C[C@@H]1CN([C@H](C)CO)C(=O)c2cc(Br)cnc2O[C@@H]1CN(C)Cc1cncnc1 | -7 | 4% |
| O=c1c2ccccc2nnn1CCc1ccccc1 | 69 | 8% |
| CC1CN(C(=O)c2cc(COc3c(F)cccc3F)on2)CCN1C (stereo not given) | 4 | 3% |
| C[C@@H]1CC2=C(C(=O)OC(C)(C)O2)[C@@H](C2CC2)O1 | 7 | -5% |
| CC(C)(C)OC(=O)N1CCC(C(=O)Nc2ccc(C(=O)NCCc3ccccc3)cc2)CC1 | ? | 8% |
| CC(C)c1ccc2c(c1)C(N1CCN(C)CC1)Cc1cccnc1S2 (stereo not given) | 4 | -16% |
| ClCCn1cnc2c(SCc3ccccc3Cl)ncnc21 | -76* | 5% |
| COc1cc2c(cc1OC)C(CNC(=O)C=Cc1ccccc1)C2 (stereo not given) | 20 | -8% |
| O=C(c1ccc(=O)[nH]c1)N(c1ccccc1)C(CCc1ccccc1)c1nc2ccccc2[nH]1 (stereo not given) | 18 | 0% |
| CC(=O)c1cccc(NC(=O)C2Cc3c(-c4ccco4)ccnc3O2)c1 (stereo not given) | -62* | -7% |
| CC[C@H](C)[C@H]1CNC(=S)N1CC1CCN(CCC23CC4CC(CC(C4)C2)C3)CC1 | -21 | -1% |
| CCNC(=O)C1(C)CCCN(C(=O)c2ccccc2Br)C1 (stereo not given) | 18 | 7% |
| OC(C1=CC(=Cc2ccncc2)c2ccccc21)c1ccncc1 (stereo not given) | 49 | -16% |
| CN(C(=O)c1cccc(NC(=O)Cc2cccc(NC(=O)C3CCN(C(=O)C4CC4)CC3)c2)c1)C1CCC1 | 32 | -5% |
| Cc1ccc(CN2C(=O)C(CC(C)C)Nc3ncnc(N4CCCCC4)c32)cc1 (stereo not given) | -19 | 2% |
| CCOC1=C2[C@@H](CN(S(=O)(=O)c3ccccc3C)[C@H]2c2ccc(Cl)cc2)[C@H]2C(=O)N(C3CCCCC3)C(=O)[C@H]2C1 | ? | -11% |
| Cc1cc(C(F)(F)F)c2c(C)nn(-c3ccccc3)c2n1 | -20 | -1% |
| Cn1c(=O)c2[nH]c(C(O)c3ccc(Cl)cc3)nc2n(C)c1=O (stereo not given) | -27 | -4% |
| Cc1cc(C)c2nc(SCC(=O)Nc3ccccc3N3CCOCC3)c(C#N)cc2c1 | -17 | 10% |
| COc1cc(/C=C/CNC[C@H]2O[C@@H](n3ccc(=O)[nH]c3=O)[C@H](O)[C@@H]2O)ccc1O | 3 | 4% |
| OCc1cccc(-c2csc(C(O)c3ccco3)n2)c1 (stereo not given) | 23 | 8% |
| CCOc1ccc(CCN2C(=O)C(=O)N([C@@H](Cc3ccccc3)CN3CCC[C@@H]3CN3C(=O)C(=O)NC[C@@H]3Cc3ccc(O)cc3)C[C@@H]2Cc2ccccc2)cc1 | 0 | 12% |
| O=C(CCCCC(=O)OCC1COCO1)OCC1COCO1 (stereo not given) | -19 | 6% |
| O=C1CCCN1CCCNc1nc(NCc2ccccc2)nc2ccsc12 | ? | -1% |
| OCCN1CCN(c2ncnc3c2ncn3[C@H]2CN(Cc3cccnc3)C[C@@H](CO)O2)CC1 | -19 | -4% |
| Clc1ccc2c(SCC3CO3)c3ccccc3nc2c1 (stereo not given) | -37 | 10% |
| Nc1ncc2[nH]c(N)nc2n1 | -11 | -2% |
| O=C(Nc1ccc2ccccc2c1)OC1CCS(=O)(=O)C1 (stereo not given) | 86 | 0% |
| c1ccc(-c2cnnc(-c3ccccn3)n2)cc1 | -3 | 10µM* |
| COc1ccc(NC(=O)c2ccc(S(=O)(=O)N(C)c3ccccc3)cc2)cc1S(=O)(=O)N1CCOCC1 | ? | -7% |
| CCOc1cc2c(C#N)c(N3CCCC3)nc(N)c2c(N)n1 | 19 | -3% |
| CCCCCCCCCCCC1N=C(N)NC(CCCO)=C1C(=O)OC (stereo not given) | -16 | -5% |
| COc1ccc(Cl)cc1NC(=O)c1cccc([N+](=O)[O-])c1O | ? | 5% |
| COC(=O)C[C@@H]1C=C[C@H](NC(=O)Nc2cc(F)ccc2F)[C@@H](CO)O1 | 16 | 0% |
| O=C(c1ccc(Cl)cc1)C1CCN(C(=S)Nc2ccccc2)CC1 | 5 | 7% |
| O=C(Cc1ccc([N+](=O)[O-])cc1)c1ccccc1 | 4 | -4% |
| COc1ccc(NC(=O)N(CCCN2CCOCC2)Cc2cccnc2)c(OC)c1 | 36 | 12% |
| Cc1cc2cc3n(c2nn1)N=C(Cl)CC3 | -74* | 6% |
| COC(=O)c1sccc1NC(=O)c1cccc(F)c1 | 23 | 15% |
| CC1(C)CC(N2CCC(=O)NC2=S)CC(C)(C)N1 | 9 | 13% |
| O=C(Nc1ccc(F)c(Cl)c1)C1CC(=O)N(Cc2ccccc2)C1 (stereo not given) | 5 | -14% |
| O=C(Nc1ccn(CCCNC2CCN(Cc3ccccc3)CC2)c(=O)n1)OCc1ccccc1 | ? | -7% |
| Nc1ccc2c(c1)C(=O)c1ccccc1-2 | 39 | -18% |
| COc1ccc(-c2ccccc2)cc1NC(=O)[C@@H]1O[C@H](CO)[C@@H](O)[C@H]1O | 49 | -8% |
| CCOC(=O)[C@]12CCC=C1N(CCC1=CCCCC1)C(=O)[C@H](CC(=O)NCCCCc1ccccc1)C2 | -3 | -16% |
| O=C(C1CCCCC1)N1CCC2CC1c1cc(Cl)ccc12 (stereo not given) | -19 | -1% |
| O=C(O)CCC(=O)c1ccc(C2CCCCCC2)cc1 | 31 | -6% |
| O=S(=O)(CCc1ccccc1)CS(=O)(=O)CCc1ccccc1 | -5 | 28% |
| O=C(CSc1nc2ccccc2c(=O)n1CC1CCCO1)N1CCN(c2ccccc2)CC1 (stereo not given) | -32 | 12% |
| CC(C)NC(=O)C1(C)CCN1Cc1cccc(C#N)c1 (stereo not given) | 36 | 5% |
| C#CCOCCOCCOCCNc1nc(N2CCN(C(=O)[C@H](C(C)C)n3cc(CCO)nn3)CC2)nc(N2CCN(C(=O)[C@H](Cc3ccc(O)cc3)n3cc(CCO)nn3)CC2)n1 | -8 | -7% |
| O=C(O)C1C2CCC(C2)C1C(=O)Nc1ccccc1 (stereo not given) | 42 | -2% |
| C/C=C/c1cccc(-c2nc(C(=O)NC3CCC3)cc3c2[C@H](CCO)N(S(=O)C(C)(C)C)C3)c1 (stereo not given in full) | 35 | 24% |
| Cc1cccc(-c2cnc(C(O)c3ccc(F)c(C)c3)[nH]2)c1 (stereo not given) | 59 | 12% |
| CC(C)C[C@H]1CN([C@@H](CC(C)C)CN2CCC[C@@H]2CN2C(=S)NC[C@@H]2Cc2ccc(O)cc2)C(=S)N1CCc1ccccc1 | -7 | 10% |
| NC(=O)C1CC2(C1)CC(C(N)=O)C2 (stereo not given) | 8 | -11% |
| c1ccc(N=NC2=NN(c3ccccc3)CS2)cc1 | 74 | ? |
| CC1CCCC(C)N1C(=O)CN1C(=O)NC2(CCCCCC2)C1=O (stereo not given) | -5 | 3% |

Reprinted at random: 4 records from the list
| compound | HCMV antiviral | AMA1-RON2 inh |
| --- | --- | --- |
| CC(C)NC(=O)C1(C)CCN1Cc1cccc(C#N)c1 (stereo not given) | 36 | 5% |
| O=C(Nc1ccn(CCCNC2CCN(Cc3ccccc3)CC2)c(=O)n1)OCc1ccccc1 | ? | -7% |
| CC1(C)CC(N2CCC(=O)NC2=S)CC(C)(C)N1 | 9 | 13% |
| O=C(O)C1C2CCC(C2)C1C(=O)Nc1ccccc1 (stereo not given) | 42 | -2% |

Entries of single compounds as entered above. Values in the order: HCMV antiviral, AMA1-RON2 inh
Record of c1ccc(-c2cnnc(-c3ccccn3)n2)cc1 : -3, 10µM*
Record of O=C(C1CCCCC1)N1CCC2CC1c1cc(Cl)ccc12 (stereo not given) : -19, -1%

New compounds follow:
| compound | HCMV antiviral | AMA1-RON2 inh |
| --- | --- | --- |
| CCOC(=O)[C@]12CCC=C1N(Cc1ccco1)C(=O)[C@H](CC(=O)N1CCN(C(=O)c3ccco3)CC1)C2 | 22 | 3% |
| COc1ccc(CNC(=O)c2cccc3c(-c4cccc(C(N)=O)c4)coc23)cc1OC | -94* | -22% |
| CC(Nc1nc(-c2ccc(F)cc2)cs1)c1nc2cc(Cl)c(Cl)cc2n1CCCO (stereo not given) | 3 | 12% |
| COc1ccc(C(C(=O)NC2CCCCC2)n2c(=O)c(-c3cc4ccccc4[nH]3)nc3ccccc32)cc1 (stereo not given) | 19 | 35%[activator] |
| C[C@@H]1CCCCO[C@@H](CN(C)S(=O)(=O)c2ccc(F)cc2)[C@@H](C)CN([C@H](C)CO)C(=O)c2cc(N(C)C)ccc2O1 | -23 | -10% |
| COc1ccc(-c2cnc3c(NC(C)=O)cc(-c4ccc(C(=O)N5CCOCC5)cc4)cn23)cc1OC | -8 | 5% |
| CC(C)(C)NC(=O)C1c2ccccc2OCC(=O)N1Cc1ccco1 (stereo not given) | 8 | -6% |
| CC1(Cc2ccc(C(F)(F)F)nc2)C(=O)Nc2cc(-c3ccccc3Cl)ccc21 (stereo not given) | -24 | 12% |
| Cc1cc(C)cc(CC(=O)N2CCC2(C)C(=O)NS(=O)(=O)c2ccc(C(C)(C)C)cc2)c1 (stereo not given) | 0 | 1% |
| COc1ccc(-c2csc(C(C)(O)c3ccc(F)c(F)c3)n2)cn1 (stereo not given) | -17 | -1% |
| C[C@H](CO)N1C[C@H](C)[C@H](CN(C)Cc2ccncc2)Oc2ncc(Br)cc2C1=O | 16 | -2% |
| Cc1cccc(C)c1NC(=O)CN1CCCC1 | -16 | -3% |
| COC(=O)C[C@@H]1C=C[C@@H](NS(=O)(=O)c2ccccc2OC)[C@@H](CO)O1 | -16 | 1% |
| N#Cc1ccccc1OCCCN1CCC(C(O)(c2ccccc2)c2ccccc2)CC1 | 8 | -3% |
| CCN(CC)C(=O)C1=C(C)N(CCCN2CCCC2=O)C(=O)C(CC(=O)NC2CCCC2)C1 (stereo not given) | -12 | -7% |
| C[C@@H]1CN([C@H](C)CO)C(=O)c2cc(NC(=O)Nc3ccc(F)cc3)ccc2O[C@@H](C)CCCCO[C@H]1CN(C)S(=O)(=O)c1ccc(Cl)cc1 | -10 | 6% |
| O=S(=O)(Nc1ccccc1Cl)c1ccc(-c2ccccn2)s1 | 11 | -1% |
| COc1cc(OC)cc(C2=Cc3ccccc3C(CC(C)=O)N2c2ccc(-c3cccs3)cc2)c1 (stereo not given) | ? | 18% |
| COc1ccc(CN2C[C@@H](CO)O[C@@H](n3cnc4c(NCCCO)ncnc43)C2)cc1 | 3 | -6% |
| C[C@@H]1CCCCO[C@@H](CN(C)Cc2ccc(Cl)c(Cl)c2)[C@@H](C)CN([C@H](C)CO)C(=O)c2cc(NC(=O)CCC(F)(F)F)ccc2O1 | -60* | -5% |
| C=CCC1(CC)C(=O)NC(=S)NC1=O | 6 | 22% |
| COc1cc(CCN(C(C)=O)C2C(=O)Nc3ccccc3N=C2c2ccc3c(c2)OCO3)cc(OC)c1 (stereo not given) | 2 | -10% |
| CCc1nc2c(OCc3ccccc3C(=O)OC)cccn2c1N(C)C(=O)c1cccc(OC)c1 | 3 | -7% |
| CCN1C[C@@H]2[C@@H]3C(=O)N(Cc4ccccc4)C(=O)[C@@H]3[C@](CC)(C(=O)OC)N2C1=NCc1ccccc1 | 1 | 5% |
| O=C(NCc1ccc(F)cc1F)[C@@H]1CCCN1C(=O)[C@@H]1CCCN1C(=O)c1ccccc1 | -7 | 3% |
| Oc1c(C(c2ccccc2)N2CCOCC2)ccc2ccccc12 (stereo not given) | 15 | 1% |
| C(=Cc1c[nH]c2ccccc12)c1ccc2ccccc2n1 | -92* | 19% |
| Cn1c(=O)c2cc(NC(=S)NCc3ccccc3F)ccc2n1Cc1cccc(C(F)(F)F)c1 | -69* | 0% |
| COc1ccc(C2=Nc3ccccc3N(C(=O)c3ccc(C(F)(F)F)cc3)C2C(=O)NCc2ccccc2)cc1 (stereo not given) | ? | -14% |
| O=C(Cn1sc2ccccc2c1=O)Nc1ccc(Br)cc1 | -14 | 10% |
| Nc1nc(SCc2ccccc2)sc1C(=O)N1CCCCC1 | 27 | -8% |
| Cc1cccc(C)c1-n1nnnc1C1c2ccccc2C(=O)N1CCCN1CCOCC1 (stereo not given) | -5 | 1% |
| O=C(N/N=C/c1cccnc1)c1cc(-c2ccc(Cl)cc2)nc2ccccc12 | 15 | -3% |
| O=C(NC(c1ccccc1)c1cnccn1)C1CCN(Cc2ccc(Cl)c(Cl)c2)CC1 (stereo not given) | -27 | 0% |
| C(=C\c1ccccc1)/CN1CCN(C(c2ccccc2)c2nnnn2Cc2ccccc2)CC1 (stereo not given) | 7 | -28% |
| CC1(C)N=C(N)NC(Nc2ccc(Cl)cc2)=N1 | -11 | -4% |
| O=C1Cc2c(-c3ccccc3)cc(-c3cccc(Cl)c3)nc2-c2ccccc2N1 | 21 | -23% |
| O=C(CN1C(=O)CSc2ccc(S(=O)(=O)N3CCOCC3)cc21)NCc1c(F)cccc1Cl | -2 | -2% |
| CCOC(=O)C1(C)CCN1C(=O)c1ccc(C(F)(F)F)cc1 (stereo not given) | 10 | 24% |
| C[C@@H]1CN([C@H](C)CO)C(=O)CCCn2nncc2CO[C@@H]1CN(C)C(=O)Oc1ccc2ccccc2c1 | 5 | -4% |
| Cn1ccc2c(-c3ccc(F)nc3)cc3c(c21)C1CCC3C1 (stereo not given) | ? | -26% |
| Nc1[nH]c(C(=O)c2ccccc2)c(-c2ccc(Cl)cc2Cl)c1C(=O)NCCc1c[nH]c2ccccc12 | -21 | 47%[activator] |

Source: PubChem
